Kir21 inh = inhibitors of mouse Kir2.1 inward-rectifier potassium channel; 310,000 tested, 0.85% active; P35561; B-score at 10 µM; HEK293-Kir2.1, FluxOR thallium flux fluorescence; stronger effect = lower value;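 active = fluorescence ratio B-score at or below minus 3 SD of library scores, with starting-brightness B-score within 2 SD, cut at about -4.2 in these data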;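 also: channel flux triggered by added potassium and thallium sulfate stimulus; B-score of peak minus minimum fluorescence over baseline after thallium stimulus; more negative B-score means stronger Kir2.1 block with less thallium influx; some compounds called inactive have numbers as strong as hits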
Target sequence (P35561 whole entry, looked up): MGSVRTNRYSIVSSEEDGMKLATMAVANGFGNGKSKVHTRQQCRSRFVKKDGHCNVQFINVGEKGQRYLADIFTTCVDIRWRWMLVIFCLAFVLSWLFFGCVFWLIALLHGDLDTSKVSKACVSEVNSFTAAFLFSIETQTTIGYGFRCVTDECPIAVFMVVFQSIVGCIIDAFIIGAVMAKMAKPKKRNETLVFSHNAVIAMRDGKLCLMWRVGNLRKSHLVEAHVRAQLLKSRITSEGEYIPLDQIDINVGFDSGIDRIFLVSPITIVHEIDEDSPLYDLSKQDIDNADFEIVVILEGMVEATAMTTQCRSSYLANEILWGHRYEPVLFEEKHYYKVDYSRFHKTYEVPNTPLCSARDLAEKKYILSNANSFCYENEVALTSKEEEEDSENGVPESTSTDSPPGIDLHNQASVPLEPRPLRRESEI
STK33 inh = blocks human STK33 kinase activity; inhibition, % at 10 µM; 320,000 tested, 0.073% active; AID 2661; purified STK33, MBP phosphorylation, ADP-Glo luminescence;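 active = inhibition at or above 25%, using the most active replicate where run in duplicate; inactive = inhibition below 25%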
Target sequence (Q9BYT3 whole entry, looked up): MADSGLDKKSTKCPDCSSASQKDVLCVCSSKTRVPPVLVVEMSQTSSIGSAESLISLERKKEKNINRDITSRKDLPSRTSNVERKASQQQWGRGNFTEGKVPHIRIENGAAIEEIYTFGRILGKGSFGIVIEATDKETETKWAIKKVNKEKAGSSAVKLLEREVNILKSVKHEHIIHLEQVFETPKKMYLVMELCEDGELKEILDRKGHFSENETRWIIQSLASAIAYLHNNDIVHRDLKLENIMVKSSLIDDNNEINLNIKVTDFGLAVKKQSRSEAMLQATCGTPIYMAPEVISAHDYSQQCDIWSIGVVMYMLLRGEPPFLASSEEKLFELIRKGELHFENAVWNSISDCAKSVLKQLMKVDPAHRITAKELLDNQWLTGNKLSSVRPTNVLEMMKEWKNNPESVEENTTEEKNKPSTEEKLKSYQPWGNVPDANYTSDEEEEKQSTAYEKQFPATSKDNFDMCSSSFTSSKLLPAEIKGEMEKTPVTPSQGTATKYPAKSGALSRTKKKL
An asterisk follows results filed as active; x = not tested or not shown.

Results follow in this order: Kir21 inh | STK33 inh
Cc1nn(Cc2c(F)c(F)c(F)c(F)c2F)c(C)c1NC(=O)c1c([N+](=O)[O-])cnn1C
  -2 | -0.7
Cc1c(C(=O)NNC(=S)Nc2ccc(S(N)(=O)=O)cc2)oc2ccccc12
  1.6 | -2.1
COc1ccc(/C=N/NC(=O)CCC(=O)Nc2ccc(Br)cc2)c(OC)c1
  -0.1 | -1.1
C=C1CCN([C@H](C(=O)NCc2ccc(OC)cc2)C(C)C)S(=O)(=O)c2ccccc21
  0.01 | 0.5
CC1CN(Cc2ccccc2)c2ccccc2NC1=S (stereo not drawn)
  -4.2* | 0.3
CS/C(N)=N/C(=S)Nc1cccc(Cl)c1
  -0.58 | 2.3
CN(C)S(=O)(=O)Nc1ccc(Oc2ccccc2)cc1
  0.8 | -0.7
CCn1c(COc2ccccc2C(N)=O)nc2ccccc21
  -0.13 | 0.4
COc1ccccc1N(CC(=O)N1CCC(C(N)=O)CC1)S(=O)(=O)c1ccccc1
  1.1 | 0.2
COc1cc(C)c(S(=O)(=O)NCCCn2ccnc2)cc1C
  -0.96 | -1.3
O=C(NC1CCCCC1)C(c1ccncc1)N(C(=O)c1csnn1)c1cccc(F)c1 (stereo not drawn)
  0.21 | -2.0
Cc1nc(N2CCN(C(=O)c3cnccn3)CC2)c2c3c(sc2n1)CC(C(C)(C)C)CC3 (stereo not drawn)
  -0.74 | -0.7
CCOC(=O)c1cc(-c2ccc(OC)cc2)nn1-c1ccc(C(=O)O)cc1
  2.4 | -1.1
Cc1cc(C)c(NC(=O)Cn2c(=O)n(Cc3ccco3)c(=O)c3ccccc32)c(C)c1
  0.4 | -1.6
CCN1CCN(C(=O)CCc2nnc(CCc3ccc(OC)cc3)o2)[C@@H](C)C1=O
  1.2 | 0.2

Seven entries from above, with the structure last:
Kir21 inh	STK33 inh	smiles
-0.13	0.4	CCn1c(COc2ccccc2C(N)=O)nc2ccccc21
-4.2*	0.3	CC1CN(Cc2ccccc2)c2ccccc2NC1=S (stereo not drawn)
-0.74	-0.7	Cc1nc(N2CCN(C(=O)c3cnccn3)CC2)c2c3c(sc2n1)CC(C(C)(C)C)CC3 (stereo not drawn)
-2	-0.7	Cc1nn(Cc2c(F)c(F)c(F)c(F)c2F)c(C)c1NC(=O)c1c([N+](=O)[O-])cnn1C
1.6	-2.1	Cc1c(C(=O)NNC(=S)Nc2ccc(S(N)(=O)=O)cc2)oc2ccccc12
-0.1	-1.1	COc1ccc(/C=N/NC(=O)CCC(=O)Nc2ccc(Br)cc2)c(OC)c1
0.4	-1.6	Cc1cc(C)c(NC(=O)Cn2c(=O)n(Cc3ccco3)c(=O)c3ccccc32)c(C)c1

Some of these compounds in order of length of the SMILES, high to low:
Results follow in this order: Kir21 inh | STK33 inh
CCN1CCN(C(=O)CCc2nnc(CCc3ccc(OC)cc3)o2)[C@@H](C)C1=O
  1.2 | 0.2
Cc1c(C(=O)NNC(=S)Nc2ccc(S(N)(=O)=O)cc2)oc2ccccc12
  1.6 | -2.1
CC1CN(Cc2ccccc2)c2ccccc2NC1=S (stereo not drawn)
  -4.2* | 0.3

Following part
Results follow in this order: Kir21 inh | STK33 inh
Cn1ncc(Cl)c1C(=O)N1CCN(C23CC4CC(CC(C4)C2)C3)CC1
  1.4 | 0.5
CC1=C(CC(=O)c2ccccc2)C(=O)c2ccccc2C1=O
  1.6 | -0.7
CCOc1ccc(S(=O)(=O)N2CCC(C(=O)NC3CCCCC3)CC2)cc1
  0.44 | -2.2
N/C(=N\c1nc2ccccc2o1)NC(=O)/C=C/c1ccccc1
  -0.68 | -2.3
Cc1ccc(/C=N/NC(=O)c2cccnc2)o1
  -0.97 | -1.4
CCCCCOC(=O)Nc1nnc(CCC)s1
  -1.1 | -0.2
COc1ccc(CN2CCN(Cc3ccc(OC)c(OC)c3OC)CC2)cc1
  0.47 | 0.0
CCc1nnc(NC(=O)c2cc(-c3ccncc3)nc3ccccc23)s1
  0.38 | -0.5
CCN1CC(=O)Nc2cc(S(=O)(=O)N3CCOCC3)ccc21
  1.4 | -0.1
C/C(CC(=O)Nc1cccc2c1CCCC2)=N\NC(=O)c1ccccc1N
  -0.19 | 0.9
CCOC(=O)N1CCc2c(sc3c2c(=O)n(Cc2ccccc2)c(=O)n3Cc2ccccc2F)C1
  0.24 | -1.5
N#CCC(=O)N/N=C/c1c2ccccc2cc2ccccc12
  0.89 | -0.4
Cc1ccc(CNC(=O)c2ccc(N3CCC4(CC3)CC(c3cccc(Br)c3)=NO4)c(NC(=O)c3ccc(Cl)c([N+](=O)[O-])c3)c2)cc1
  x | 0.2
Cc1nc(SCC(=O)OCc2ccccc2)c(C#N)c(-c2ccccc2)c1C(=O)Nc1ccccc1
  0.37 | 2.0
Fc1ccccc1N1CCN(Cc2cccnc2)CC1
  0.01 | -0.7
O=C(Cn1ncn2nc(-c3ccccc3)cc2c1=O)NCc1ccccn1
  1.1 | 0.6
COCCNC(=O)[C@@H]1CSC2c3ccccc3C(=O)N21 (stereo partly drawn)
  0.13 | -1.6
CC(C)(C)c1ccc(C(=O)NCCN2CCOCC2)cc1
  0.09 | -1.6
CCCCCCCCOc1ccc(C2CC(=O)NC2=O)cc1 (stereo not drawn)
  -2.5 | -0.8
O=C(N/C(=C\c1cccc([N+](=O)[O-])c1)C(=O)N1CCCCC1)c1cccs1
  1.5 | 1.1
COc1ccccc1CNC(=O)c1nn(-c2ccc(C)cc2)c(=O)c2c1c1ccccc1n2C
  1.9 | 0.0
CCN(CC(=O)Nc1c(F)cccc1F)C(=O)c1cccnc1Sc1ccccc1
  0.08 | -0.6
OCCC1CN(Cc2ccc(Oc3ncccn3)cc2)CCN1Cc1ccc(F)c(F)c1 (stereo not drawn)
  -2.9 | -0.9
COc1ccc(/C=C2\SC(=S)N(CC(=O)Nc3nnc(C)s3)C2=O)cc1
  -0.52 | -1.0
CCN1C(c2ccc(F)cc2)=CS/C1=C(\C#N)c1nnc2n1-c1ccccc1SC2
  0.12 | -1.7
CNc1nc2c(Cl)cc(Cl)cc2s1
  2 | -0.1
Cc1cc(C(=O)OCC(=O)NC2CCCCC2)c(C)o1
  0.32 | -1.4
COCCOC1CCN(C(=O)C2CCC(=O)N(Cc3cccc(F)c3)C2)CC1 (stereo not drawn)
  -0.01 | -0.7
COc1ccc(Cl)cc1NC(=O)CN1C(=O)CCS(=O)(=O)c2ccccc21
  -0.32 | x
COc1ccccc1Nc1nc(N)nc(-c2cc3ccccc3o2)n1
  1.8 | -1.2
CCCCOC(=O)c1ccc(NC(=O)c2nn(C)cc2Br)cc1
  0.99 | -3.6
NCCCCCc1cn([C@@H](CCC(=O)O)C(=O)NCCCCCCCCCCC(=O)N2CCNCC2)nn1
  x | -1.9
CCOc1cc(CNCc2ccc3c(c2)OCO3)ccc1OC
  0.79 | -1.8
CCN(CC)CCCNC(=O)CN1C(=O)CSc2ccc(S(=O)(=O)N3CCOCC3)cc21
  -0.46 | -0.2
CC(=O)OCc1c(-c2ccccc2)c2cc([N+](=O)[O-])ccc2n1C
  0.06 | -0.4
Cc1ccc2nc(-c3ccc(NC(=S)NCCC(C)C)cc3)sc2c1
  -0.25 | 1.0
CC1(c2ccc(OC(F)F)cc2)NC(=O)N(CC(=O)Nc2cccnc2Cl)C1=O (stereo not drawn)
  -1 | 0.3
COC(CNC(=O)c1cc(Sc2nnc(C)s2)nc2ccccc12)OC
  -0.04 | 0.0
CCN1C(=S)N[C@@H](c2cccs2)C(C(=O)OC)=C1C
  -0.57 | -0.5
OC(CNCc1ccco1)Cn1c2ccccc2c2ccccc21 (stereo not drawn)
  -11* | -0.1
COc1cc(OC)c(-c2nc3cnccc3n2C)cc1OC
  -0.59 | -1.2
CC(NC(=O)C(c1ccccc1)c1ccccc1)C(=O)O (stereo not drawn)
  0.09 | -1.8
COc1ccc(COC(=O)C2CCN(S(=O)(=O)c3ccc(F)cc3)CC2)cc1
  -0.84 | -0.9
Cc1ccc(S(=O)(=O)Nc2nc3ccccc3nc2NCC2CCCO2)cc1 (stereo not drawn)
  0.03 | -1.1
CC(C)NC(=O)CSc1nnc(-c2ccc(F)cc2)c2ccccc12
  -0.02 | -4.4
COc1cccc(CN(C)C(=O)C2CCC(=O)N(Cc3cccc(F)c3)C2)c1 (stereo not drawn)
  2.9 | -0.4
Cc1cccc(NC(=O)c2cccc(NS(=O)(=O)c3ccc(Cl)cc3)c2)c1
  -0.2 | -0.8
Cc1cn(CCOc2ccc(Cl)cc2)c(=O)[nH]c1=O
  0.64 | -0.9
Cn1ncc(Cl)c(Oc2ccccc2)c1=O
  -2 | -0.7
COC(=O)Cc1c(O)ccn(Cc2cccc3ccccc23)c1=O
  -1.9 | -0.8
CC(C)CN(C(=O)c1ccco1)C1CCS(=O)(=O)C1 (stereo not drawn)
  -0.1 | 0.4
CCCc1ncc(C(=O)c2ccc(OC)cc2)n1C
  0.38 | 0.4
CN(C)c1ccnc(NCc2ccccc2)c1C#N
  -0.28 | -0.3
CC(C(=O)N1CC2(C)CC1CC(C)(C)C2)N1C(=O)c2ccccc2C1=O (stereo not drawn)
  0.77 | -1.4
CCN(CC)C(=O)C1CCCN(C(=O)c2oc3ccc(C)cc3c2C)C1 (stereo not drawn)
  0.51 | -0.4
CCCc1c(NC(=O)Nc2ccc(F)cc2)cnn1-c1ccccc1
  3.1 | 0.3
Cc1ccc(C(=O)Oc2ccc(Br)cc2C(=S)N2CCOCC2)cc1
  1.4 | -1.4
O=C(c1ccc(S(=O)(=O)c2ccccc2Cl)c([N+](=O)[O-])c1)N1CCN(Cc2ccccc2)CC1
  -0.77 | -1.8
CCn1c(SCC(=O)NCCc2ccccc2)nnc1-c1ccco1
  0.17 | -1.5
OC(Cn1nnc2ccccc21)Cn1c(C(F)(F)F)nc2ccccc21 (stereo not drawn)
  -0.62 | -0.6

Remaining list, next part.
SMILES	Kir21 inh	STK33 inh
COCCNC(=O)COc1ccc(Br)cc1Cl	-2	0.5
CCOC(=O)CSc1nc2c(sc(=S)n2-c2ccccc2)c(=O)n1-c1ccc(OC)cc1OC	0.86	1.7
CSCCC1NC(=O)N(CC(=O)N2CCc3ccccc3C2)C1=O (stereo not drawn)	x	-0.2
O=C(NCCSCc1c(F)cccc1Cl)c1ccco1	0.79	0.6
COc1cccc(/C=N/NC(=O)c2ccc(OCc3cccc(Br)c3)cc2)c1	0.84	-1.4
Cc1cccc(N(Cc2ccccc2)C(=O)CSC(C)C(=O)Nc2cc(C)on2)c1 (stereo not drawn)	-1.4	-0.6
COc1ccc(C)cc1NC(=O)CC(O)(C(F)(F)F)C(F)(F)F	2.1	-0.8
Cc1ccc(OCCCCc2c(C)n[nH]c2C)cc1	1.4	-0.6
CN(C)CCCn1c(SCC(=O)N2c3ccccc3Sc3ccccc32)nc2ccccc2c1=O	-5.2*	-0.5
O=C(NCc1ccccn1)c1ccc(Cl)s1	-0.14	-1.9
COc1ccccc1CNS(=O)(=O)c1ccc(S(=O)(=O)NC2CC2)cc1	1.1	-0.7
COc1ccc(/C=C/C(O)=C(\C#N)c2nnc(N3CCOCC3)n2-c2ccccc2)cc1OC	-2.5	1.6
COc1ccc(CCNC(=O)C2c3ccccc3C(=O)N2CCC(C)C)cc1OC (stereo not drawn)	-2.5	0.8
Cn1nccc1/C=C(/C#N)S(=O)(=O)c1ccccc1	-0.78	-2.5
O=C(NCC(=O)N(c1cccnc1)C(C(=O)NC1CCCC1)c1ccccc1)c1ccco1 (stereo not drawn)	0.5	-1.4
Cc1cc(N)ccc1-n1c(C)ccc1C	-1.5	-1.4
CC(OC(=O)C1CC1)C(=O)Nc1cc(Cl)cc(Cl)c1 (stereo not drawn)	x	0.3
Cn1c(O)c(N=NC(=S)Nc2ccccc2F)c2cc(S(=O)(=O)N3CCOCC3)ccc21	1	x
N#Cc1ccc(C23CC4(C2)[C@H](CN(CC2CCCCC2)[C@@H]4c2ccccc2)C3c2ccccc2)cc1 (stereo partly drawn)	-1.8	-0.3
Cc1nc2cccc(C)n2c(=O)c1Cl	-0.4	-0.4
CN(CC(=O)Nc1ccccc1Cl)C(=O)COC(=O)CN1C(=O)NC2(CCCC2)C1=O	2.3	-0.8
O=C(Nc1nccs1)c1ccc2c(c1)C(=O)N(Cc1cccnc1)C2=O	-1.2	-0.2
CCCc1cc(=O)n2[nH]c(NCc3ccc(OC)cc3)nc2n1	-0.14	-1.2
Cc1ccc(C2CC(=O)Nc3cc4c(cc32)OCCO4)s1 (stereo not drawn)	-0.98	0.1
CCN(C(=O)CN1C(=O)NC2(CCCc3ccccc32)C1=O)c1ccc(F)cc1 (stereo not drawn)	x	-0.2
N#Cc1ccsc1NC(=O)CN1C(=O)NC2(CCCC2)C1=O	0.13	-0.3
COc1ccc(NC(=O)N[C@@H](CCSC)C(=O)O)cc1Cl	0.68	4.9
CC(=O)c1cc(C#N)c(SCc2ccccc2)nc1C	1	-2.0
CCOC(=O)c1c(NC(=O)COc2ncnc3ccccc23)sc(C)c1CC	-0.96	-2.4
Cc1ccc(C(=O)O/N=C(\N)c2cccc([N+](=O)[O-])c2)cc1	0.73	-1.4
CCc1cccc(C)c1NC(=O)CCN1C(=O)NC(C)(C)C1=O	x	-1.1
COc1ccc(OC)c(/C=N/NC(=O)CSc2cc(C)nc3c(OC)cccc23)c1	0.39	0.6
COc1ccc(C2CC(C(F)(F)F)n3nc(C(=O)O)cc3N2)cc1OC (stereo not drawn)	-1.1	-0.9
O=C(Nc1ccc(N2CCOCC2)cc1Cl)C1CCN(C(=O)OCc2ccccc2)CC1	1.2	-0.9
COc1cccc(/C=C2\Oc3ccc(O)cc3C2=O)c1O	1.4	7.2
O=S(Cc1ccccc1)CC(O)(c1ccccc1)c1ccccc1 (stereo not drawn)	0.2	-2.0
Cc1ccc(C2(COC(=O)C(C)C)CO2)c(OC(=O)C(C)C)c1 (stereo not drawn)	-2	1.1
CCOC(=O)CNC(=O)C1COc2ccccc2O1 (stereo not drawn)	-0.66	-0.7

Bioassay records: PubChem, several laboratories
